# SW480 rerep = A quantitative high throughput screen for small molecules that induce DNA re-replication in SW480 colon adenocarcinoma cells. SW480 DNA re-replication, Hoechst DNA content imaging, 48 h. Potency, µM (highest dose often 46.1 µM), for inactives: at the highest dose re-replication activation, most hits filed as activators. 340,000 tested, 1.8% active. AID 624297, 2012; further: potency means the concentration at half of the fitted maximal effect; % of control where 0% means no effect; nearly all actives have a fitted effect of over 55% in size
#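 Treated cells incubate 48 hr (37 C, 5% CO2), are stained 40 min with Hoechst, and nuclear fluorescence is enumerated; a rise in nuclei with high DNA signal marks re-replication.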
# MCF10A rereplic = A quantitative high throughput screen for small molecules that induce DNA re-replication in MCF 10a normal breast cells; Potency, µM (doses to about 46.1 µM), without a hit: at the top dose activity, positive = re-replication, actives largely listed as activators; 350,000 tested, 2.9% active; MCF 10A DNA re-replication, Hoechst nuclear intensity, 48 h; further: potency means the concentration at half of the fitted maximal effect; % of control where 0% means no effect; nearly all actives have a fitted effect of over 50% in size
# KB-3-1 cytotox = qHTS assay for MDR1-selective chemotherapeutics: Primary screen using the parental adenocarcinoma cell KB-3-1. KB-3-1 viability, CellTiter-Glo ATP luminescence, 72 h. 400,000 tested, 1.4% active. Potency, µM (doses to about 46.1 µM), inactives show top-dose activity change, negative = cytotoxic, actives largely listed as cytotoxic; further: potency means the concentration at half of the fitted maximal effect; on the % scale 0 is the no-effect control and ±100 the full control effect; nearly all actives have a fitted effect of over 60% in size
#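 KB-3-1 parental drug-naive adenocarcinoma cells in DMEM/10% FBS, incubated 72 h at 37 C with pin-transferred compounds across a concentration series. Viability by CellTiter-Glo luminescence; concentration-response curves fitted after normalization.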
# HT1080NT lethal = qHTS for induction of synthetic lethality in tumor cells producing 2HG: qHTS for the HT-1080-NT fibrosarcoma cell line | 360,000 tested, 1.6% active | HT-1080-NT fibrosarcoma viability, CellTiter-Glo ATP luminescence, 48 h | Potency, µM (titrated, usually from 46.1 µM), inactives show at the highest dose activity, negative = less viability, usual class: cytotoxic | AID 686970, 2013;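 further: NT is the 2HG producing partner of a matched IDH1 knockdown line; potency means the concentration at half of the fitted maximal effect; 0% = DMSO-treated cells and -100% = media-only wells without cells; nearly all actives have a fitted effect of over 55% in size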
#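 Compounds were tested in concentration-response format on HT-1080-NT cells for 48 hours at 37 degrees C. Cell viability came from CellTiter-Glo luminescence; curves were classified by r2, response magnitude and activity.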
# HT1080 IDH1KD tx = qHTS for induction of synthetic lethality in tumor cells producing 2HG: qHTS for the HT-1080-IDH1KD cell line; 360,000 tested, 2% active; Potency, µM (top dose mostly 46.1 µM), without a hit: top-dose activity, negative = toxicity, most hits filed as cytotoxic; AID 686971, 2013; HT-1080 IDH1 knockdown viability, ATP luminescence, 48 h;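 further: potency means the concentration at half of the fitted maximal effect; 0% = DMSO wells and -100% = cell-free medium wells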
#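 Luminescent ATP read-out (CellTiter-Glo, 10 min at room temperature) after 48 h compound exposure at 37 °C gave viability of IDH1-knockdown HT-1080 cells. Activity was normalised to DMSO and cell-free wells, then fitted as concentration-response curves.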
# ATXN viability = Viability Counterscreen for Primary qHTS for Inhibitors of ATXN expression. S2 cells (HEK-293 line with an ATXN2-luciferase reporter) viability, CellTiter-Fluor protease fluorescence, 24 h. Potency, µM (top dose mostly 56.7 µM), actives largely listed as cytotoxic. 400,000 tested, 0.49% active; further: potency means the concentration at half of the fitted maximal effect; nearly all actives have a fitted effect of over 40% in size
# ATXN2 expr inh = Primary qHTS for Inhibitors of ATXN expression; HEK-293 ATXN2-luciferase reporter, luminescence, 24 h; Potency, µM (doses to about 57 µM), for the others: at the highest dose activity change, negative = inhibition, usual class: inhibitors; 360,000 tested, 0.72% active; further: potency means the concentration at half of the fitted maximal effect; on the % scale 0 is the no-effect control and ±100 the full control effect; nearly all actives have a fitted effect of over 55% in size
#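 qHTS (up to 57 uM final) was run with 24 h compound exposure of reporter cells at 37 °C. Each well was multiplexed: SteadyGlo luminescence measured ATXN2-luciferase expression after a fluorogenic Gly-Phe-AFC viability readout (25 uM final).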
# IL1B secr inh = qHTS for Inhibitors of Inflammasome Signaling: IL-1-beta AlphaLISA Primary Screen; THP-1 LPS/ATP IL-1B secretion, AlphaLISA, 16 h; hits give low values; 360,000 tested, 4.7% active; activity change, % at 57.5 µM; AID 743279, 2014; in the data active means activity change below about -50%; inconclusive means mostly about -30% to -49%; further: on the % scale 0 is the no-effect control and ±100 the full control effect
#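 Secreted IL-1B measured by AlphaLISA bead assay after 16 h compound exposure of THP-1 cells; compounds (final up to 57.5 uM) added 1 h before LPS (250 ng/mL) and ATP (1.25 mM) stimulation; lower signal means less secretion.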
# HepG2 tox = qHTS for Inhibitors of TGF-b: Cytotox Counterscreen; HepG2 CAGA-GFP viability, ATP luminescence, 18 h; Potency, µM (doses to about 46.1 µM), inactives show top-dose activity change, negative = cytotoxicity, actives largely listed as cytotoxic; 410,000 tested, 0.76% active; further: potency means the concentration at half of the fitted maximal effect; some results filed as inactive show a strong effect at the top dose
#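 CellTiter-Glo luminescence gave cytotoxicity after 18 hours at 37 degrees C. The cells were HepG2 CAGA-GFP in 1% FBS DMEM, stimulated with 500 pg/mL TGF-beta after compound addition. %Activity was normalised to no-cell wells (complete cell-killing) and DMSO (no toxicity), and curves were fitted and classified.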
# Active calls of the source: *; i = inactive; ? = inconclusive; nt = not tested or not shown; & = joins results of further samples; [ ] = remark or other dose. Unless noted, the call rests on the fitted dose curve; in most records, active means well fitted curve in the direction sought with a large enough effect; inconclusive means small, poorly fitted or top-dose-only effect, or another doubt; inactive means no such curve, though single readings can be large; an effect the other way counts as inactive or inconclusive.
# Results follow in this order: ATXN viability, IL1B secr inh, KB-3-1 cytotox, HT1080NT lethal, HepG2 tox, HT1080 IDH1KD tx, SW480 rerep, ATXN2 expr inh, MCF10A rereplic
CCOc1ccc(NC(=O)COc2coc(CN3CCc4ccccc4C3)cc2=O)cc1
    i, 1, -8%, -6%, -3%, -19%, 22%, -19%, -4%
O=C(COC(=O)/C=C/c1ccccc1)NC(=O)NC1CCCCC1
    i, -6, 4%, 20%, -1%, 6%, -6%, -12%, 1%
CC(C)C(=O)Nc1ccc(NC(=O)CCc2ccccc2)cn1
    i, 6, ?, 6%, 5%, -9%, -3%, -25%, 2%
COc1ccc(N(CC(=O)NCc2ccccc2)S(C)(=O)=O)cc1
    i, -6, -1%, 0%, 0%, -14%, ?, 25%, 12%
COc1ccc2cc3c(N)nn(C(=O)c4cccc([N+](=O)[O-])c4)c3nc2c1
    i, -11, ?, -1%, 0%, 1%, -1%, 2%, 0%
CCn1c(CN2CCCCC2)nc2cc(NC(=O)COc3ccccc3C(C)(C)C)ccc21
    i, nt, 11%, nt, -5%, nt, nt, -3%, nt
O=C(CSc1n[nH]c(-c2cccs2)n1)N1CCN(S(=O)(=O)c2ccc3ccccc3c2)CC1
    i, -23, -4%, 0%, 0%, ?, 1%, -14%, 18%
O=C(NCCc1ccccc1)c1ccc(NCC2CCCO2)c([N+](=O)[O-])c1 (stereo unspecified)
    i, -4, -7%, 2%, 2%, 0%, -7%, 46%[activator], 9%
CC(C)C[C@@H](CO)N1CCN(CCc2ccccc2)CCC1=O
    i, 20, 8%&5%, 2%, -25%&14%, 7%, -1%, 11%, 1%
Cc1c(CNC(=O)c2cnn3c2NC(c2ccc(Br)cc2)CC3C(F)(F)F)cnn1C (stereo unspecified)
    ?, -15, -1%, -12%, 0%, -29%, -9%, 1%, -5%
Cc1ccnc(NC(=O)C2CCCN(c3ncnc4c3nc3n4CCCCC3)C2)c1 (stereo unspecified)
    i, 24, -12%, -5%, 0%, 22%, -5%, -7%, ?
CCOc1ccc(CNCc2ccc(C(=O)O)cc2)cc1OC
    i, 1, -3%, 22%, 2%, 17%, ?, -19%, -35%[inhibitor]
CCCN1C(=O)/C(=C\C=C2/C=CN(CC)c3ccccc32)SC1=S
    ?, -12, -18%, 0%, 1%, 9%, -2%, -27%, -1%
O=c1cnnc(SCCc2ccccc2)[nH]1
    i, 8, 4%, 1%, -14%, 6%, 0%, 0%, -177%[0.0737 µM]
CCN(C(=O)Cn1ncc2c(=O)oc3ccccc3c21)c1ccccc1F
    i, nt, 1%, nt, -1%, nt, nt, -18%, nt
O=C(N/N=C/c1ccccc1)c1ccc(N2CCCC2=O)cc1
    i, -15, -1%, 0%, -3%, 0%, -6%, 28%, 1%
CC(C)CCC(C(=O)O)C(C)CC(=O)Nc1ccn(-c2ccccc2)n1 (stereo unspecified)
    i, 3, 1%, 2%, -3%, 9%, -11%, nt, -4%
CC(Sc1nc(N)cc(=O)[nH]1)C(=O)NNC(=O)c1cccc(Cl)c1 (stereo unspecified)
    i, -8, -2%, 5%, 4%, 6%, -25%, 23%, -6%
COc1cccc(CNC(=O)C(C)n2nc(C)n3c(cc4occc43)c2=O)c1 (stereo unspecified)
    i, -13, 4%, 2%, 4%, -2%, -6%, 9%, 3%
CCCS(=O)(=O)N1CCN(Cc2ccc([N+](=O)[O-])cc2)CC1
    i, 0, 0%, 11%, 19%, 4%, nt, -3%, 7%
CCOc1ccc(NC(=O)CC2C(=O)N(CC)C(=S)N2NC(=O)c2ccncc2)cc1 (stereo unspecified)
    i, 10, 19%, 10%, 0%, 15%, -10%, -26%, -5%
CC(=O)c1c(C)nc(-c2ccccc2)n1O
    i, -9, 1%, 2%, -34%, 1%, -10%, 5%, 10%
N#C/C(=C(/O)CSc1ccccc1C(=O)O)c1nc2ccccc2s1
    i, 21, 3%, 5%, -15%, 5%, -5%, 3%, 0%
O=C(O)C(=Cc1cccc([N+](=O)[O-])c1)c1ccc(Cl)cc1
    i, -5, 1%, -1%, 0%, 7%, 0%, -4%, 1%
O=C(Cn1c(=O)c2c(ncn2C2CCCC2)n(Cc2ccccc2)c1=O)N1CCc2ccccc21
    ?, -21, 25%, -2%, -2%, -8%, -1%, -11%, 6%
COc1cc(OC)cc(-c2nnc(NC(=O)CCS(=O)(=O)c3ccccc3)o2)c1
    i, -72*, 2%, -6%, -7%, -7%, ?, 3%, ?
COc1cc(OC)c(-c2cc(C(=O)O)ccc2OC)c(OC)c1
    i, -8, 0%, 14%, 4%, 7%, 0%, -2%, 0%
CCN(Cc1cnn(C)c1)C(=O)c1cc(COc2ccc(F)cc2F)on1
    ?, ?, 0%, 6%, -27%, 19%, 1%, nt, 1%
O=C(c1cc2ccccc2oc1=O)N(Cc1cccc(Cl)c1)C1CCS(=O)(=O)C1 (stereo unspecified)
    i, nt, 1%, nt, 7%, nt, nt, 4%, nt
Cc1cc(C)n(CC2CC(=O)N(c3cc(Cl)cc(Cl)c3)C2=O)n1 (stereo unspecified)
    i, 27, 6%, 9%, -2%, 1%, -77%[inhibitor], 2%, 2%
COc1cccc(NC(=S)N2CCN(Cc3ccccc3)CC2)c1
    i, -3, -5%, 1%, -6%, 2%, 0%, ?, 7%
CC(C)c1ccc(N2C(=O)/C(=C/N(C)C)SC2=S)cc1
    ?, 0, ?, 0%, -21%, 1%, -2%, nt, ?
COc1cc2c(cc1OC)-c1cc(Nc3ccc4c(c3)OCCO4)nc(=O)n1CC2
    i, -70*, -19%, -12%, -14%, -2%, -2%, 30%, 22%
c1ccc(-c2ncnc3ccccc23)cc1
    i, 0, 10%, 10%, 2%, 19%, -5%, -18%, 9%
CCOC(=O)N1CCN(C(=O)CSCC(=O)Nc2nc(-c3ccc(-c4ccccc4)cc3)cs2)CC1
    ?, 27, ?, ?, -26%, ?, 2%, ?, 13%
CC(C)(C)CC(=O)Nc1ccc(S(=O)(=O)NC2=NCCCCC2)cc1
    i, 27, 0%, 0%, 4%, -2%, -6%, 2%, 3%
CN(C)c1ccc(/C=N\NC(=O)c2cccc3cc[nH]c23)cc1
    i, -10, ?, -4%, -38%, -25%, ?, nt, ?
COc1ncccc1-c1cc2nc(NCCNC(C)=O)n(C)c(=O)c2s1
    i, 26, 0%, 0%, -39%, 24%, nt, 4%, nt
CCc1ccccc1NC(=O)NC1CCCCCCC1
    i, 19, -2%, 5%, 1%, 6%, 3%, -18%, 7%
COC(=O)c1ccc(OCCn2cnc3ccccc3c2=O)cc1
    i, 18, -3%, 6%, 8%, 5%, -1%, 44%[activator], 5%
Cc1ccc(C2=CC(=O)C[C@H](c3ccc(Cl)cc3)C2)cc1
    i, 18, 6%, 3%, -13%, 8%, -4%, 4%, 0%
Cc1cccc(NC(=S)NCc2ccccc2)c1C
    i, -19, -2%, -2%, -12%, 0%, 0%, -12%, 6%
COc1ccc(C(CC(=O)N2CCOCC2)c2c(OC)cc(OC)c3c(-c4ccccc4)cc(=O)oc23)cc1 (stereo unspecified)
    i, -22, -14%, 2%, -5%&-18%, 5%, -3%, -4%, ?
COCC(O)Cn1ccnc1[N+](=O)[O-] (stereo unspecified)
    i, 3, 12%, 8%, -14%, 17%, nt, nt, nt
COc1cccc(-c2nn(-c3ccc(F)cc3)cc2C(=O)NCC2CCCO2)c1 (stereo unspecified)
    i, -9, ?, -6%, -13%, -7%, -9%, 2%, 0%
CCn1nnc(NC(=O)CSc2ccc(Cl)cc2)n1
    i, 15, 7%, -4%, -29%, 1%, -12%, -6%, -5%
CCCc1ccc(OCC(O)CN2CCN(CCO)CC2)cc1 (stereo unspecified)
    ?, -10, 7%, -2%, 2%, 1%, 7%, -14%, ?
Cc1cc(=O)oc2cc(OCC(=O)OCC(=O)N3CCc4ccccc43)ccc12
    ?, 17, 18%, 8%, 3%, 7%, 3%, -6%, -4%
Cc1csc2c(=O)n(CCO)c(=O)[nH]c12
    i, -4, -13%, 7%, 13%, -3%, -6%, -7%, 4%
COc1ccc(C(=O)CSc2nnnn2Cc2ccccc2)cc1
    i, 0, 14%, 1%, -8%, 4%, -4%, 2%, 3%

# Limited to HT1080NT lethal, KB-3-1 cytotox and ATXN viability (2 entries from above):
Molecule	HT1080NT lethal	KB-3-1 cytotox	ATXN viability
COc1cccc(-c2nn(-c3ccc(F)cc3)cc2C(=O)NCC2CCCO2)c1 (stereo unspecified)	-6%	?	i
CCn1nnc(NC(=O)CSc2ccc(Cl)cc2)n1	-4%	7%	i

# (listing goes on)
# Results follow in this order: ATXN viability, IL1B secr inh, KB-3-1 cytotox, HT1080NT lethal, HepG2 tox, HT1080 IDH1KD tx, SW480 rerep, ATXN2 expr inh, MCF10A rereplic
O=c1cc(-c2ccncc2)oc2c1ccc1ccccc12
    ?, -83*, -7%, -18%, -5%, -4%, 17%, ?, 19%
CCOC(=O)Cn1cc(/C=N/NC(=O)c2cc3ccccc3o2)c2ccccc21
    nt, ?, 19%, 0%, -4%, -10%, -9%, -1%, 2%
CCCCNC(=O)CC1N=C2c3ccccc3N=C(SCC(=O)Nc3ccccc3C)N2C1=O (stereo unspecified)
    i, -4, 6%, -13%, -5%, -5%, -2%, 4%, -1%
CCOc1ccc(NC(=O)CCCN2C(=S)NC(C)(C)CC2C)cc1 (stereo unspecified)
    i, 4, -1%, 12%, 1%, 7%, 2%, -21%, 1%
N#Cc1ccc(C23CC4(C2)[C@H](CN(Cc2ccc(C(F)(F)F)cc2)[C@@H]4c2ccccc2)C3c2ccc(C(F)(F)F)cc2)cc1 (stereo partly specified)
    ?, 13, 0%, -20%, -22%, -2%, 1%, -15%, -2%

# Assay outcomes: PubChem BioAssay, National Center for Advancing Translational Sciences (NCATS)
